Screening data as filed in PubChem.
PP5 primary: inhibitors of human protein phosphatase 5 (PP5); 320,000 compounds, 0.18% hits; inhibition, % at 6.7 µM; AID 1987; purified PP5c, OMFP substrate fluorescence; P53041;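 active = inhibition above the campaign's mean inhibition across all tested compounds plus 3 SD, cut at about 9.5% in these data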;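 note: 0% = DMSO only and 100% = 100 µM cantharidin control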
Target sequence (P53041 whole entry, looked up): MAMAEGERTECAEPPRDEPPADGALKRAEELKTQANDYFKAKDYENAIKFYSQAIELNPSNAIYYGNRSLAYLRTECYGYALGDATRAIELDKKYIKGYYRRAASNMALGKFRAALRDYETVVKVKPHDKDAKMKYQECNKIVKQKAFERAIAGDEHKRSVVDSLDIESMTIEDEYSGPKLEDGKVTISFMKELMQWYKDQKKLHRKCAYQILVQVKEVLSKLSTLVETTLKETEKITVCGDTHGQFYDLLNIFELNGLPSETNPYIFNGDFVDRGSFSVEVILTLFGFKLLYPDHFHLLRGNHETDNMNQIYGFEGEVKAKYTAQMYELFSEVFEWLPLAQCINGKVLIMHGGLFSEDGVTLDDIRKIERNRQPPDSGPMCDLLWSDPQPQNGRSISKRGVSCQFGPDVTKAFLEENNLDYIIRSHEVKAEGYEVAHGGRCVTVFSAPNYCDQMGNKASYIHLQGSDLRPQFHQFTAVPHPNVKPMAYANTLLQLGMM
proCasp3 act: activates human procaspase-3; 330,000 compounds, 0.11% hits; P42574; recombinant procaspase-3 D3A, Ac-DEVD-pNA absorbance 405 nm; activation, % at 8.5 µM;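 active = activation above the mean of all tested compounds plus 3 SD, cut at about 21% in these data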;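 note: 0% = DMSO alone and 100% = DMSO wells spiked with extra 5 µM PC-3 D3A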
Target sequence (P42574 whole entry D9A/D28A/D175A): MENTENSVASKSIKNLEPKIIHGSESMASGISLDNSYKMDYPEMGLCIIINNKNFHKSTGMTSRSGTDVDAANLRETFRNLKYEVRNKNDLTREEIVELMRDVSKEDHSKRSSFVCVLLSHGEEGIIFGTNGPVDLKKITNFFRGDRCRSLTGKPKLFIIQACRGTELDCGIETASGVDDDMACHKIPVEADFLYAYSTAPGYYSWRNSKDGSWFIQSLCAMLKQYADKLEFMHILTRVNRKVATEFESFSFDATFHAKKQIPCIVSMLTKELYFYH
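Assay system: Autoprocessing-dead procaspase-3 D3A mutant enzyme; also added: Ac-DEVD-pNA; doses: one concentration, 8.5 µM nominal, 0.8% DMSO; times: 1 h compound preincubation, 2 h substrate hydrolysis at 25 °C; technique: 405 nm absorbance of p-nitroaniline, reads at 0 and 120 min; measure: % activation between DMSO and enzyme-spiked controls; repeats: single replicate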
Fh CTSL1 inh: cathepsin L1 inhibition, PFM18AAP counter-screen. 300,000 compounds, 0.49% hits. inhibition, % at 5.96 µM. recombinant F. hepatica cathepsin L1, Z-Leu-Arg-MCA fluorescence. AID 1906;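 active = inhibition above the mean of all tested compounds plus 3 SD, set per screening campaign, cut at about 17% in these data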;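 note: 0% = plate median of test compound wells and 100% = 1 µM Z-Phe-Ala-diazomethylketone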
TPT1 inhibitor: blocks Candida albicans tRNA 2'-phosphotransferase; 300,000 compounds, 0.81% hits; recombinant caTPT1, FP RNA substrate dephosphorylation; inhibition, % at 5 µM;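 active = inhibition above the mean of all tested compounds plus 3 SD, set per screening campaign, cut at about 24% in these data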;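 note: plate controls were DMSO alone for no effect and ferristatin control at 100 nM for full effect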
Efflux pump mplx: antifungal efflux pump inhibition, Nile Red retention; S. cerevisiae Candida pump triplex; inhibition, % at 10 µM; 330,000 compounds, 0.44% hits; AID 485275;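 active = plate passing quality check with inhibition over a set limit, or well fluorescence over plate mean plus 4 SD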;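 note: Nile Red retained in pooled yeast measured as flow cytometry median fluorescence; 0% = buffer negative control and 100% = Enniatin B positive control; higher means more Nile Red kept so more efflux inhibition; some compounds called inactive have numbers as strong as hits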
JMJD2C inh: human JMJD2C demethylase inhibition. Q9H3R0. GST-JMJD2C(1-420) H3K9me3 demethylation, DELFIA europium. inhibition, % at 2.35 µM. 330,000 compounds, 0.069% hits. AID 2099;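 active = more than half of a compound's replicate wells show inhibition beyond 50%, single wells judged on their own value; inconclusive = some, but no more than half, of replicates pass 50% inhibition; inactive = no replicate passes 50% inhibition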;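 note: signal counts dimethyl H3K9 product captured on neutravidin plate; 0% = median of DMSO wells and 100% = 0.3 times that DMSO median; strong numbers were not always called active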
core dimer inh: blocks dimerization of HCV core protein; TR-FRET GST/Flag-core106 dimerization, 1536-well; inhibition, % at 5 µM; 300,000 compounds, 0.33% hits;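 active = inhibition above the mean of all tested compounds plus 3 SD, set per screening campaign, cut at about 45% in these data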
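Material: Tagged HCV core106 pair (GST and Flag) | Amount: GST-core106 13.5 nM, Flag-core106 17 nM | Medium: KF-containing HEPES buffer, pH 7.45, DTT, CHAPS, BSA | Reagent: Eu donor and XL665 acceptor anti-tag antibodies | Schedule: 4 h at 22.5 °C | Technique: Time-resolved FRET, ex 340 nm, em 617 and 671 nm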
proCasp7 act: counter-screen: procaspase-7 (human) activation; AID 463210; recombinant procaspase-7, Ac-DEVD-pNA absorbance 405 nm; D23A/D198A/D206A triple mutant, cannot self-cleave; scale: DMSO 0, 5 µM enzyme 100; P55210; 330,000 compounds, 0.093% hits; activation, % at 8.5 µM;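 active = percent activation above the screen-wide mean plus 3 SD, cut at about 25% in these data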
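signal = Epi-absorbance of released pNA at 405 nm, two timepoints | assay system = Uncleavable procaspase-7 mutant enzyme | reagent = Ac-DEVD-pNA substrate, 400 µM as added | times = 1 h enzyme–compound preincubation and 2 h substrate reaction, both 25 °C | benchmarks = low DMSO alone, high DMSO plus 5 µM PC-7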
PP1 counter: blocks human PP1-alpha phosphatase, a PP5 counter-screen; P62136; purified PP1alpha, OMFP fluorescence; inhibition, % at 6.7 µM; 320,000 compounds, 0.9% hits;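 active = inhibition above the mean inhibition of all tested compounds plus 3 SD, computed separately for each screening campaign, cut at about 15% in these data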
Target sequence (P62136 whole entry, looked up): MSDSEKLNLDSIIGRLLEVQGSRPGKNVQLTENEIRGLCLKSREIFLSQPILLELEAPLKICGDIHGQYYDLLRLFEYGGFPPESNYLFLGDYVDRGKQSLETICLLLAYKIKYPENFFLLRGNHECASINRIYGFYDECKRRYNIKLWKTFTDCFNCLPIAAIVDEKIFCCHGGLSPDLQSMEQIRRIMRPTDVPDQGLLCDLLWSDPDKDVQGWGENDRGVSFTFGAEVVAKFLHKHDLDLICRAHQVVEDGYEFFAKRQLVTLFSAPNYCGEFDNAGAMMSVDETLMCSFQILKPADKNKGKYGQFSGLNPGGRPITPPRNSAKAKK
Active calls of the source: *; i = inactive; ? = inconclusive; nt = not tested or not shown; & = joins results of further samples.

#1 CCCCCN1C(=O)/C(=C/c2c(N3CCc4ccccc4C3)nc3ccccn3c2=O)SC1=S
#2 N#Cc1ccc(C(=O)CN2CCN(c3ccccc3)CC2)cc1
#3 CCOC(=O)C(C(=O)Nc1cccc(C)c1)C1CCCCC1 (configuration not stated)
#4 C/C(=N\NC(=O)C(=O)Nc1cc(Cl)ccc1Cl)c1ccncc1
#5 O=C(Nc1ccc(Cl)cc1)c1ccc2c(=O)n3c(nc2c1)CCCCC3
#6 Clc1ccccc1Cn1nnc2ccccc21

Assay by compound	1	2	3	4	5	6
PP5 primary	-0.8	-1.2	1.8	1.8	1.5	-0.3
proCasp3 act	-7	-3	0	7	2	11
Fh CTSL1 inh	-3	2	5	-1	3	2
TPT1 inhibitor	82*	-3	-4	-1	-3	-3
Efflux pump mplx	1.1	-0.1	-0.1	0.3	-0.2	0.1
JMJD2C inh	-10	19	2	4	-14	0
core dimer inh	10	3	-15	5	4	4
proCasp7 act	-10	4	4	-8	9	4
PP1 counter	-2	0	-1	2	-8	-2

#7 Cc1ccc(CNC(=O)c2csc3c2CCCCC3)cc1
#8 CC(OC(=O)CCN=C1NS(=O)(=O)c2ccccc21)C(=O)Nc1ccc(F)cc1Cl (configuration not stated)
#9 CC(C)(C)NC(=O)CN(C(=O)CS(=O)CC(=O)Nc1ccc(F)cc1)c1ccc2c(c1)OCCO2 (configuration not stated)
#10 COc1ccccc1OP(=O)(O)Oc1ccccc1OC
#11 O=C(O)c1ccc(CSc2nnc(COc3ccc(Cl)cc3Cl)o2)cc1
#12 Cc1cc(=O)[nH]c(SCC(=O)Nc2cc(S(=O)(=O)N(C)C)ccc2Cl)n1

Assay by compound	7	8	9	10	11	12
PP5 primary	-8.0	-0.7	-1.2	-2.0	2.8	-3.1
proCasp3 act	-3	-2	4	5	8	-4
Fh CTSL1 inh	5	-1	-1	3	40*	-2
TPT1 inhibitor	8	-2	-2	-1	-1	-3
Efflux pump mplx	-0.1	-0.1	0.0	-0.2	0.0	-0.1
JMJD2C inh	-6	-3	19	-1	3	7
core dimer inh	0	-3	-3	0	3	5
proCasp7 act	2	7	4	5	-1	1
PP1 counter	-2	0	-1	-4	8	2

#13 O=c1c2ccccc2oc2cc(-c3ccc(CN4CCOCC4)cc3)ccc12
#14 COC(=O)c1cc(C)sc1NC(=O)C1CC=CCC1C(=O)O (configuration not stated)
#15 Cn1ccnc1SCC(=O)Nc1ccccc1
#16 Cc1nc(NCc2ccco2)c2c(C)c(C)sc2n1
#17 Cc1cc(C(=O)N2CCN(C/C=C/c3ccccc3)CC2)cs1
#18 O=C(NCc1csc(-c2cccs2)n1)c1cccc(Cl)c1

Assay by compound	13	14	15	16	17	18
PP5 primary	3.2	-0.9	0.1	4.5	0.3	3.1
proCasp3 act	-2	1	-6	-2	16	-4
Fh CTSL1 inh	nt	0	3	-2	2	0
TPT1 inhibitor	nt	0	1	-3	4	0
Efflux pump mplx	0.3	0.1	-0.1	-0.3	0.0	0.0
JMJD2C inh	-6	-4	0	i	3	2
core dimer inh	nt	0	-4	3	-1	2
proCasp7 act	14	-1	3	-2	4	2
PP1 counter	2	-2	0	0	0	-1

Along the list, as entered above.
proCasp3 act, compounds 13 to 18 → -2, 1, -6, -2, 16, -4
TPT1 inhibitor, compounds 13 to 18 → nt, 0, 1, -3, 4, 0
core dimer inh, compounds 13 to 18 → nt, 0, -4, 3, -1, 2

Additional records follow:
#19 CCN(CC(=O)NCc1ccc(F)cc1)C(=O)COc1ccc2ccccc2c1
#20 CCN(CC)CCNC(=O)C1CCN(S(=O)(=O)c2c(C)noc2/C=C/c2ccccc2F)CC1
#21 COC(=O)c1cc(OC)nc(OC)c1
#22 O=C(Cc1ccc(F)cc1)Nc1nnc(SCC(=O)NC2CCCC2)s1
#23 COc1cccc(CC(=O)OCC(=O)NC(=O)c2ccc(OC(F)F)cc2)c1
#24 CCOC(=O)C(C)n1nc(C)c2sc3ccccc3c2c1=O (configuration not stated)

Assay by compound	19	20	21	22	23	24
PP5 primary	0.7	1.3	1.2	-0.7	-0.9	2.3
proCasp3 act	2	0	0	0	6	7
Fh CTSL1 inh	-2	1	-1	-2	-7	-1
TPT1 inhibitor	0	0	-2	2	1	1
Efflux pump mplx	-0.3	-0.1	-0.1	0.0	0.0	0.0
JMJD2C inh	5	4	-20	-4	-7	-47
core dimer inh	8	-11	-6	2	-3	2
proCasp7 act	2	-3	5	0	1	-8
PP1 counter	-4	-4	0	-3	-3	0

Records listed so far marked active in TPT1 inhibitor.
No.	SMILES	PP5 primary	proCasp3 act	TPT1 inhibitor	Efflux pump mplx	JMJD2C inh	core dimer inh
1	CCCCCN1C(=O)/C(=C/c2c(N3CCc4ccccc4C3)nc3ccccn3c2=O)SC1=S	-0.8	-7	82*	1.1	-10	10

Remaining list, next part:
#25 CCOc1ccc2nc(NCCNC(=O)C(C)C)c(C)cc2c1
#26 C=CCn1c(N)cc(=O)nc1SC(C)C(=O)Nc1ccc(C(=O)OCC)cc1 (configuration not stated)
#27 CC(=O)Nc1ccc2nc(NC(=O)COc3cccc(C)c3)sc2c1
#28 COc1ccc(OC)c(-c2cc(C(=O)Nc3ccc(F)cc3F)no2)c1
#29 O=C(NNC(=S)Nc1ccc(Br)cc1Cl)c1ccncc1
#30 CC1CCCCC1NC(=O)COc1ccc(C#N)cc1 (configuration not stated)

Assay by compound	25	26	27	28	29	30
PP5 primary	-1.0	3.7	1.0	0.7	3.0	nt
proCasp3 act	-15	3	3	3	-10	-8
Fh CTSL1 inh	0	1	1	0	2	nt
TPT1 inhibitor	1	2	-2	-3	1	nt
Efflux pump mplx	0.1	0.4	0.0	-0.1	-0.4	-0.1
JMJD2C inh	-3	4	6	9	1	-4
core dimer inh	1	-19	-2	20	3	nt
proCasp7 act	5	4	5	1	-17	2
PP1 counter	-1	-4	1	0	0	nt

#31 COc1ccc(C=Nc2ccc3[nH]ncc3c2)c(O)c1
#32 Cc1cc(C)c2c(C)nn(C3CCCCC3)c2n1
#33 c1ccc2[nH]c(NC3=NCCC3)nc2c1
#34 CN(CC(=O)Nc1ccccc1Cl)C(=O)CSc1nncs1
#35 CCCC(=O)Nc1nnc(CC(=O)N2CCCC2)s1
#36 Cc1ccc(O)c(C(=O)c2cnc3c(c2)COc2ccc(C)cc2-3)c1

Assay by compound	31	32	33	34	35	36
PP5 primary	1.2	4.1	2.8	-0.4	1.8	0.4
proCasp3 act	3	1	3	2	-5	-6
Fh CTSL1 inh	-2	-2	2	0	-1	9
TPT1 inhibitor	-1	0	-4	0	2	-3
Efflux pump mplx	0.1	-5.7	0.1	-0.1	0.1	0.0
JMJD2C inh	15	-21	-18	5	1	1
core dimer inh	0	-3	-2	-8	-6	8
proCasp7 act	3	2	7	-13	-3	-1
PP1 counter	-2	3	1	-2	-1	0

#37 COC(=O)[C@H](CCSC)NC(=O)Nc1ccc(C(C)=O)cc1
#38 COCCSc1ccccc1C(=O)N1CCN(Cc2ccccc2)CC1
#39 CCOCCCNC(=O)c1cc2c(-c3ccc(Cl)cc3)nn(C)c2s1
#40 Cc1cc(=O)oc2cc(OCC(=O)Nc3nnc(C(C)C)s3)ccc12
#41 CCSc1nc(-c2ccccc2)c(C#N)c(=O)[nH]1
#42 Cc1cccc(Cn2c(N3CCCCC3C)nc3c2c(=O)[nH]c(=O)n3C)c1 (configuration not stated)

Assay by compound	37	38	39	40	41	42
PP5 primary	-0.8	0.7	4.5	3.4	0.6	0.9
proCasp3 act	-8	4	2	-4	5	0
Fh CTSL1 inh	2	3	9	-4	-1	2
TPT1 inhibitor	-2	1	1	-5	3	-3
Efflux pump mplx	0.0	0.0	0.2	0.1	0.0	0.0
JMJD2C inh	2	-1	-3	15	-5	4
core dimer inh	1	-1	9	-6	0	6
proCasp7 act	0	3	-5	4	9	3
PP1 counter	-2	-1	-1	1	9	3

#43 Cn1nnnc1SCC(=O)c1c(N)n(C2CC2)c(=O)[nH]c1=O
#44 Cc1ccc(C(O)P(=O)(OCc2ccccc2)c2ccc(N(C)C)cc2)cc1 (configuration not stated)
#45 CCN(CC)S(=O)(=O)c1cccc(NC(=O)COC(=O)CCC(=O)c2cccs2)c1
#46 Cc1ccn2c(CNCC3COCCO3)c(C(=O)N3CCCCCC3)nc2c1 (configuration not stated)
#47 Cc1ccc(C(=O)COc2ccccc2-c2ccccc2)cc1
#48 COc1ccc(NC(=O)CSc2nc3[nH]c(=O)cc(O)c3s2)cc1OC

Assay by compound	43	44	45	46	47	48
PP5 primary	-3.6	3.2	-0.2	1.8	1.5	-1.4
proCasp3 act	0	-10	3	6	7	-5
Fh CTSL1 inh	nt	5	-12	-2	-2	nt
TPT1 inhibitor	nt	-2	1	0	0	nt
Efflux pump mplx	0.0	-0.1	0.0	0.0	-0.2	0.0
JMJD2C inh	8	-15	2	-11	-15	-6
core dimer inh	nt	-2	0	-14	2	nt
proCasp7 act	-10	3	7	-3	8	-20
PP1 counter	-4	3	-1	1	1	-2

#49 O=C(O)c1ccccc1Nc1cccc(OCc2ccc3ccccc3n2)c1
#50 O=C(CSc1nnc2n(C3CCCCC3)c(=O)c3ccccc3n12)OC1CCCCC1
#51 COc1ccccc1N1CCN(C(=O)c2cc3cc(Br)ccc3oc2=O)CC1
#52 CCOC(=O)c1c(S(=O)(=O)N2CCN(C3CCCCC3)CC2)c(C)n(C)c1C
#53 COc1cccc(NC(=O)CN(C)C(=O)c2ccc(NC(=O)CC3SC(N4CCCCC4)=NC3=O)cc2)c1 (configuration not stated)
#54 C=CCNC(=O)C1CC1(c1ccc(C)cc1)c1ccc(C)cc1 (configuration not stated)
#55 O=c1oc2ccccc2n1CSc1nc2ccccc2s1
#56 COc1cccc(NC(=O)CNC(=O)Cn2cnc3sc4c(c3c2=O)CCCC4)c1
#57 CCOC(=O)C1CCCN(C(=O)c2cc(CN3C(=O)c4ccccc4C3=O)ccc2OC)C1 (configuration not stated)

Assay by compound	49	50	51	52	53	54	55	56	57
PP5 primary	1.8	0.7	0.4	1.6	0.8	-0.8	1.3	3.0	-1.5
proCasp3 act	-1	7	8	2	-2	9	3	12	0
Fh CTSL1 inh	3	2	-3	1	3	-1	4	3	-1
TPT1 inhibitor	4	2	1	-1	-1	-3	1	0	0
Efflux pump mplx	0.0	0.0	0.0	0.0	0.1	0.5	0.1	0.0	0.1
JMJD2C inh	nt	-8&5	2	5	?	1	-10	2	-3
core dimer inh	18	-1	12	2	-2	0	9	-10	1
proCasp7 act	8	9	0	-6	4	-4	0	-4	2
PP1 counter	13	2	1	-2	-5	-1	0	0	-3
